HP1b binding inh: HTS for Inhibitors of HP1-beta Chromodomain Interactions with Methylated Histone Tails. Potency, µM (series often up to 114 µM), inactives show top-dose activity change, negative = inhibition, actives largely listed as inhibitors. Chromobox protein homolog 1 (Homo sapiens), P83916. 390,000 tested, 0.56% active. AlphaScreen HP1-beta / biotin-H3K9me3 peptide binding. AID 540317, 2011; also: potency is read from the fitted curve at half-maximal effect; nearly all actives have a fitted effect of over 70% in size; inactives centre near 23
Target sequence (P83916 whole entry, looked up): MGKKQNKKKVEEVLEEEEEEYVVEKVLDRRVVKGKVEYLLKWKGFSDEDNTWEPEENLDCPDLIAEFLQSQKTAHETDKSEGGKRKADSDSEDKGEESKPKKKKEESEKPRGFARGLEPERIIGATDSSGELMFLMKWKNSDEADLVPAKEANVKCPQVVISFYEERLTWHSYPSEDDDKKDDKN
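HP1-beta protein (50 nM final) preincubated 30 min at room temperature with biotinylated H3(1-18)K9me3 peptide (50 nM) in PBS pH 7.4, 0.01% Tween-20, then compound added for 30 min. AlphaScreen streptavidin donor/nickel chelate acceptor beads (10 ug/mL final), 30 min dark, luminescence read.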
PI4K2A inh: qHTS for small molecular inhibitors of PI4K2A | Phosphatidylinositol 4-kinase type 2-alpha (Homo sapiens), Q9BTU6 | purified PI4K2A, ADP-Glo luminescence, 1 h; active compounds read low | activity change, negative = inhibition, % at 76.9 µM | 420,000 tested, 0.13% active; in the data active = activity change below about -50%; inconclusive = mostly about -30% to -49%;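 also: -100% = wells without enzyme as full effect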
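PI4K2A activity was measured by ADP-Glo luminescence: enzyme (4 ug/mL stock) and phosphatidylinositol (1.2 mM stock) in Tris pH 7.5/MgCl2/EGTA/Triton X-100 buffer were reacted with ATP (300 microM stock) for one hour at ambient temperature.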
GLS inhibitor: qHTS for Inhibitors of Glutaminase (GLS); Glutaminase kidney isoform, mitochondrial (Homo sapiens), O94925; Potency, µM (doses to about 45.5 µM), inactives show top-dose activity change, negative = inhibition, usual class: inhibitors; 410,000 tested, 0.21% active; GLS enzymatic activity, qHTS titration; also: potency is read from the fitted curve at half-maximal effect; % is scaled to controls: 0 for no effect and ±100 for the full control effect
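hKGA in 45 mM KH2PO4 (pH 8.2), 0.02% Tween-20 with compound, then 1mM L-Glutamine (stock as added) plus glutamate oxidase/HRP/Amplex red coupling mix. Fluorescence read initially and after 30 min at RT; signal change reflects glutamate formation.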
BAZ2B inh: qHTS Assay for Inhibitors of BAZ2B; AlphaScreen BAZ2B-H3K14Ac peptide displacement; Potency, µM (titrated, usually from 114 µM), for the others: top-dose activity change, negative = inhibition, actives largely listed as inhibitors; 360,000 tested, 4.4% active; also: potency is read from the fitted curve at half-maximal effect; % is scaled to controls: 0 for no effect and ±100 for the full control effect; nearly all actives have a fitted effect of over 60% in size
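Compounds, titrated to a top concentration of 110 uM, were incubated 30 min at room temperature with preformed BAZ2B/acetyl-K14 H3 peptide complex (50 nM each). Proximity signal was measured by AlphaScreen after 20 min with beads.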
ERG-DNA inh: qHTS for Small Molecule Inhibitors of the ERG Ets/DNA interaction | AID 624246, 2012 | 370,000 tested, 0.028% active | Transcriptional regulator ERG (Homo sapiens), P11308 | fluorescence polarization, His-ERG Ets domain / labelled DNA | Potency, µM (highest dose often 76.9 µM), without a hit: top-dose FP activity, negative = inhibition, hits mostly inhibitors; active = well fitted inhibition curve with a large enough effect in the polarisation, with a control signal flat; inconclusive = small, poorly fitted or top-dose-only effect, or effect the other way, or a change in a side signal; inactive = no such curve, though single readings can be large or run the other way; the % refers to the polarisation;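 also: polarization taken with two DNA probes labelled with fluorescein and Texas red; potency is read from the fitted curve at half-maximal effect; % of control where 0% means no effect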
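His-tagged ERG Ets domain (1 uM in the protein solution; 300mM KCl, 50mM Tris-HCl, 1mM EDTA, 1mM DTT, pH 7.5) received compound, then a probe mix of 5 nM fluorescein-DNA and 100nM Texas-615-DNA. Fluorescence polarization was read for both dyes.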
JMJD2A Tudor: qHTS Assay for Inhibitors of JMJD2A-Tudor Domain | Lysine-specific demethylase 4A (Homo sapiens), O75164 | AlphaScreen JMJD2A-Tudor / H3K4me3 peptide binding | Potency, µM (titrated, usually from 114 µM), for the others: at the highest dose activity change, negative = inhibition, actives largely listed as inhibitors | 390,000 tested, 4.4% active; also: potency is read from the fitted curve at half-maximal effect; % is scaled to controls: 0 for no effect and ±100 for the full control effect; nearly all actives have a fitted effect of over 50% in size
Pin1 inhibitor: qHTS Assay to Find Inhibitors of Pin1; Peptidyl-prolyl cis-trans isomerase NIMA-interacting 1 (Homo sapiens), Q13526; Pin1 FP peptide displacement, HiFluor488, 10 min; Potency, µM (highest dose often 115 µM), inactives show at the top dose activity, negative = inhibition, hits mostly inhibitors; 390,000 tested, 0.009% active; AID 504891, 2011; active = well fitted inhibition curve with a large enough effect in the polarisation, with a control signal flat, not every such curve was filed as active; inconclusive = small, poorly fitted or top-dose-only effect, or effect the other way, or a change in a side signal; inactive = no such curve, though single readings can be large or run the other way; the % refers to the polarisation; also: potency is read from the fitted curve at half-maximal effect; % is scaled to controls: 0 for no effect and ±100 for the full control effect
Target sequence (Q13526 whole entry, looked up): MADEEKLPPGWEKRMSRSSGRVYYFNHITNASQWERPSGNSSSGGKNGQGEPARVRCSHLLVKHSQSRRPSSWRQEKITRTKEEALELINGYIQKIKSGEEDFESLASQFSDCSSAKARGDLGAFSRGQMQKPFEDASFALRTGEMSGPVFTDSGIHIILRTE
PGK inhibitor: qHTS Assay to Find Inhibitors of Phosphoglycerate Kinase. Potency, µM (doses to about 57.5 µM), for inactives: at the top dose activity change, negative = inhibition, most hits filed as inhibitors. PGK/GAPDH coupled, Kinase-Glo luminescence, 60 min. 380,000 tested, 0.043% active; also: potency is read from the fitted curve at half-maximal effect; % is scaled to controls: 0 for no effect and ±100 for the full control effect; nearly all actives have a fitted effect of over 60% in size
Target sequence (P07378 whole entry, looked up): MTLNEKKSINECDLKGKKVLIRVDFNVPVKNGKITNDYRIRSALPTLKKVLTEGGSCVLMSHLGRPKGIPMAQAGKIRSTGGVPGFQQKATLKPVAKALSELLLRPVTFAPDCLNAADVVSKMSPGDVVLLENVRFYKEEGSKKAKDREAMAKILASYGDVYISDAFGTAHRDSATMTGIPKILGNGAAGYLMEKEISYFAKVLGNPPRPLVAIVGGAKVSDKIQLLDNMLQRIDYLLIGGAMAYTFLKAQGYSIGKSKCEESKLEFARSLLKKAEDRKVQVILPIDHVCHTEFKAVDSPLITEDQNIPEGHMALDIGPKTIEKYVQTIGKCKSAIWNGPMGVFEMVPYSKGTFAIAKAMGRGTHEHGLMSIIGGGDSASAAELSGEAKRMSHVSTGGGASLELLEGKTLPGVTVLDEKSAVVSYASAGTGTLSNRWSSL
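Luminescent ATP detection (Kinase-Glo Plus) follows a 60-minute room-temperature incubation, with wells lacking PGK as controls. Buffer: 100 mM TEA (pH 7.6), 5 mM MgCl2, 0.01% Tween-20. Coupling enzyme GAPDH (100 nM final) supplies unstable 1,3-BPG in-well.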
G9a inh: qHTS Assay for Inhibitors of Histone Lysine Methyltransferase G9a; G9a H3K9 monomethylation, AlphaScreen, 2 h; Potency, µM (top dose mostly 102 µM), without a hit: top-dose activity, negative = inhibition, hits mostly inhibitors; AID 504332, 2011; Histone-lysine N-methyltransferase EHMT2 (Homo sapiens), Q96KQ7; 350,000 tested, 8.8% active; also: potency is read from the fitted curve at half-maximal effect; % is scaled to controls: 0 for no effect and ±100 for the full control effect; nearly all actives have a fitted effect of over 75% in size
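Signal arises when biotinylated H3K9 peptide, once monomethylated, bridges streptavidin donor and antibody-captured acceptor beads. Enzyme at 20 nM was preincubated 15 min with test compounds; peptide 500 nM and SAM 20 uM then reacted for 2 h.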
An asterisk follows results filed as active; i = inactive; ? = inconclusive; nt = not tested or not shown; & = joins results of further samples; [ ] = another dose, or the depositor's remark. Unless noted, calls follow the shape of the dose curve; as a rule, active = well fitted curve in the direction sought with a large enough effect; inconclusive = small, poorly fitted or top-dose-only effect, or another doubt; inactive = no such curve, though single readings can be large; an effect the other way counts as inactive or inconclusive.

SMILES	HP1b binding inh	PI4K2A inh	GLS inhibitor	BAZ2B inh	ERG-DNA inh	JMJD2A Tudor	Pin1 inhibitor	PGK inhibitor	G9a inh
CC(C)(C)OC(=O)N[C@H](C(=O)OC(C)(C)C)c1ccc(C(F)(F)F)cc1	50%[activator]	3	-2%	3%	-2%	14%	?	6%	-3%[0.501 µM]
CCC(C(=O)N1CCN(C(=O)c2ccco2)CC1)c1ccccc1 (centres undefined)	34%	-2	0%	7%	0%	-13%[57.1 µM]	-3%	-6%	-12%[2.33 µM]
CC(Oc1cc2oc(=O)c3c(c2cc1Cl)CCC3)C(=O)NCCCN1CCOCC1 (centres undefined)	25%	0	3%	14%	-3%	-4%	-6%	-2%	-12%[59 µM]
O=C(O)CCn1ccc2cc(S(=O)(=O)N3CCCCC3)ccc21	24%	-4	-1%	7%	7%	-17%	2%	i	6%[59 µM]
S=C(NCCc1ccccc1)N1CCN(Cc2ccc(Cl)c(Cl)c2)CC1	77%[activator]	?	-9%	-5%	3%	-2%	18%	i	20%
Cc1nn(-c2ccc(Cl)cc2Cl)c(=O)c2ccccc12	13%	3	9%	2%	nt	-8%	-9%	-8%	2%[59 µM]
O=C(CCN1C(=O)c2ccccc2C1=O)Nc1cc(F)ccc1F	23%	6	-1%	4%	2%	2%	0%	6%	-3%[59 µM]
Cc1ccc(NC(=O)CN2CCOCC2)cc1S(=O)(=O)N1CCCCC1	31%	3	9%	nt	-2%	-8%	18%	6%	nt
O=C(COc1cccc(C(F)(F)F)c1)NCC(c1ccco1)N1CCCCC1 (centres undefined)	12%	3	6%	-27%	3%	-6%	-8%	0%	-27%
CCOc1cc2[nH]c(=S)n(Cc3ccc(C(=O)NCCCN(CC)CC)cc3)c(=O)c2cc1OCC	-4%	-1	-19%	-17%	0%	?	?	0%	35µM*
CCOC(=O)C1CCCN(C(=O)c2cc(-c3ccc(C)cc3)nc3ccccc23)C1 (centres undefined)	31%	2	-25%	nt	-2%	-10%	-8%	0%	1%
COc1ccccc1NC(=O)CSc1nnc(-c2ccccn2)n1Cc1ccco1	-15%	-8	-12%	?	6%	56µM*	-13%	-2%	?
CCCC(C(=O)O)N1C(=O)/C(=C2\C(=O)N(C)c3ccccc32)SC1=S (centres undefined)	-37%	-4	?	45µM*	-6%	?	-4%	5%	20µM*
COC(=O)c1nn(-c2ccc(OC)cc2)c(=O)cc1O	-10%	5	3%	-18%	-1%	-19%	-3%	5%	-42%
Cc1ccc(NC(=O)CC2NCCNC2=O)cc1 (centres undefined)	35%	8	8%	4%	1%	-4%	-2%	7%	-2%[59 µM]
CC(C)(C)NC(=O)C(c1ccco1)N(C(=O)c1csnn1)c1ccccc1 (centres undefined)	11%	0	2%	-16%	11%	-7%	-6%	i	0%[12.7 µM]
COc1ccc(/C=C2/S/C(=N/N=C3\CC4CCC3(C)C4(C)C)NC2=O)cc1 (centres undefined)	12%	8	1%	-37%	-1%	-24%	-7%	-2%	10%[0.501 µM]
COc1ccc(NC(=O)C(c2ccc(C)cc2)N(C)C(=O)Cc2cccs2)cc1 (centres undefined)	29%&4%	0&0	-14%&-3%	-14%&-9%	4%&0%	-17%&-21%	2%&13%	-1%	-19%[59 µM]
Cc1nn(-c2ccccc2)c(C)c1/C=C/C(=O)OCC(=O)NC1CCS(=O)(=O)C1 (centres undefined)	14%	4	0%	13%	-5%	-6%	-8%	-4%	-31%
Cc1ccccc1N1CCN(C2CCCN(C(=O)c3noc4c3CCCC4)C2)CC1 (centres undefined)	15%	5	-6%	-27%	-23%	-17%	-4%	i	2%
Brc1ccc(Cn2c(-c3cncs3)nc3ccccc32)cc1	30%	-5	-2%	-22%	-3%	-33%	4%	-3%	10%[59 µM]
COc1ccc(C2NC(=S)NC(C)=C2C(=O)c2ccccc2)cc1OC (centres undefined)	1%	5	-4%	-9%	nt	-28%	0%	-1%	10%[59 µM]
O=C(O)c1cccc(NC(=O)c2cn(-c3ccccc3)nc2-c2ccc([N+](=O)[O-])cc2)c1	-2%	-2	5%	?	1%	-28%	?	-2%	nt
Cc1cc(Cl)ccc1NC(=S)NC1CCCC1	46%[activator]	9	-14%	-11%	16%	-2%	-3%	-2%	43%[activator]
O=C(CN1C(=O)CSC1=O)Nc1ccc2c(c1)OCCO2	29%	-4	17%	-7%	-1%	1%	-1%	6%	-40%
CC(=O)N/C(=C/c1ccc2c(c1)OCO2)C(=O)NCc1ccccc1	21%	2	-7%	-7%	-5%	-26%	-5%	-6%	nt
COc1ccc(-n2c(=O)c3c(C)c(C)sc3n(CC(=O)NCc3ccc(C)cc3)c2=O)c(OC)c1	20%	-2	4%	-10%	0%	-12%	?	nt	-8%[59 µM]
O=P(O)(CP(=O)(c1ccccc1)c1ccccc1)c1ccccc1O	39%	6	0%	-1%	2%	-19%	-7%	-4%	50µM*
CCC(C)NC(=O)c1cc(Cl)c(NC(=O)C2=C(C)OCCS2)cc1OC (centres undefined)	10%	0	9%	-17%	0%	-9%	-3%	-5%	?
O=C(Cn1c(=O)n(CCc2c[nH]c3ccccc23)c(=O)c2cccnc21)Nc1ccccc1F	2%	-1	-4%	-31%	-7%	?	20%	-1%	-9%
CCn1c(SCC(=O)N2CCN(c3ccc(F)cc3)CC2)nc2ccccc2c1=O	-12%	2	10%	-34%	2%	-16%	1%	-9%	-22%[59 µM]
COC(=O)c1cc(S(=O)(=O)n2nc(C)c(Br)c2C)c(Cl)cc1Cl	68%	1	0%	26%	-9%	30%	4%	i	72%[activator]
Cc1cc(NCCNC2=CC(=O)CCC2)nc2ccccc12	20%	-3	-13%	-2%	10%	2%	2%	15%	0%[59 µM]
C=CCN1C(=O)C(O)(CC(=O)c2c(C)n[nH]c2C)c2cc(Br)ccc21 (centres undefined)	29%	11	6%	9%	5%	-12%	2%	-8%	11%[59 µM]
CCC1(OC(=O)CN(C)C)C(=O)OCc2c1cc1n(c2=O)Cc2cc3c(N)cccc3nc2-1 (centres undefined)	-10%	-62*	10%	nt	-8%	16µM*	?	i	nt
Cn1nc(-c2ccccc2F)c2cc(C(=O)N3CCN(c4ccccc4F)CC3)sc21	35%	3	-8%	nt	-1%	-19%	4%	i	-6%[59 µM]
Cc1cc(C(=O)NNc2ccccc2F)no1	45%[activator]	0	8%	-1%	2%	-4%	5%	-3%	40µM*
CC(=O)Nc1cccc(N/C=C(\C=O)c2nc3ccccc3o2)c1	9%	-10	14%	?	19%	-16%	13%	-5%	?
O=C(NCCCn1ccnc1)C(=O)NCC1OCCN1S(=O)(=O)c1ccc(F)cc1 (centres undefined)	28%	0	0%	6.3µM*	3%	56µM*	4%	3%	19%
O=C(COc1ccc(Cl)cc1)Nc1ccc(C(=O)NCc2cccnc2)cc1	34%	0	2%	-4%[57.1 µM]	-1%	-6%	-8%	-1%	68%[activator][59 µM]
C=C(CN(C)C)C(=O)c1cc(OC)c(OC)cc1OC	?	2	12%	nt	nt	79µM*	-6%	-1%	nt
CCOCCCn1c(SCC(=O)Nc2ccc(OC)cc2OC)nc2ccccc2c1=O	8%	1	-10%	-2%	0%	-15%	-1%	2%	8%[59 µM]
O=C(NC(Cc1c[nH]c2ccccc12)C(=O)O)c1ccccc1 (centres undefined)	41%[activator]	3	nt	2%	6%	-5%	-2%	0%	?
Cc1ccc(-c2csc(N3CCC(NS(=O)(=O)c4ccc5c(c4)OCCO5)CC3)n2)cc1	-10%	-4	4%	-7%	11%	-25%	4%	-10%	?
CC(=O)C1=CN(Cc2ccccc2)CCC1=O	35%[activator]	-2	-1%	nt	-10%	3%	2%	i	nt
Cc1cc(N)n(-c2ccc(C(=O)O)cc2)n1	25%	-20	2%	?	-14%	-30%	0%	6%	-33%
CC(C)(C)OC(=O)NCC1CCC(C(=O)NC[C@H](CC(=O)O)c2ccc(Cl)cc2)CC1 (some centres undefined)	30%	-2	-1%	-7%	5%	-6%	7%	2%	-31%[2.33 µM]
Cc1ncoc1C(=O)N1CCCC(C(=O)c2ccc(C(F)(F)F)cc2)C1 (centres undefined)	-31%	2	14%	-22%	-12%	-24%	-9%	i	25µM*

Compound activity deposited in PubChem by National Center for Advancing Translational Sciences (NCATS).
